# NR2E3 ag-1 – activates human NR2E3 receptor; Q9Y5X4; CHO-S Gal4-NCOR/VP16-NR2E3 two-hybrid, luciferase; inhibition of corepressor binding, % at 3.98 µM; 360,000 tested, 0.35% active; AID 602229;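 active = inhibition above the mean of all tested compounds plus 3 SD, cut at about 70% in these data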;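 also: 0% = DMSO with NR2E3 transfected cells and 100% = cells lacking NR2E3 construct; higher means lower luciferase signal from less NR2E3 corepressor binding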
# Target sequence (Q9Y5X4 whole entry, looked up, the tested form may be a part): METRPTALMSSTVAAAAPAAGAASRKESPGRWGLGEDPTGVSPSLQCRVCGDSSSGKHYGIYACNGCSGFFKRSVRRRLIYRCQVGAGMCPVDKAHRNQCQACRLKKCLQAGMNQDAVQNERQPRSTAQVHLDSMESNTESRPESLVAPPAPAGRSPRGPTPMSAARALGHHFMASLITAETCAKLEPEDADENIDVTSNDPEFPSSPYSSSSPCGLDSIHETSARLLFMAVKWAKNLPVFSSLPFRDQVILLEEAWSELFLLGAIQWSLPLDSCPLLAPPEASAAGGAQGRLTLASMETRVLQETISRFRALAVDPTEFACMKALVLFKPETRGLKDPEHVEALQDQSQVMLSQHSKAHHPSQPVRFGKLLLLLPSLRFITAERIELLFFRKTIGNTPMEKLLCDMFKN
# Peg3 prom inh – inhibitors of Peg3 promoter; HeLa PEG-Prom luciferase reporter, luminescence, overnight; AID 588405; 360,000 tested, 1.7% active; inhibition, % at 20 µM;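 active = inhibition of at least 50% at 20 µM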
# Vif imaging – blocks HIV Vif function. HEK293T cells, Vif self-association by quenched fluorescence, imaging, 24 h. inhibition, % at 7.49 µM. AID 602346. 340,000 tested, 0.35% active; in the data active = inhibition above about 50%, passing the limit was not always enough; also: some results filed as inactive read as strong as hits
# TRPM1 prom inh – inhibitors of MITF-driven TRPM1 promoter in melanoma cells; SK-MEL-5 TRPM1 promoter luciferase, 24 h; inhibition, % at 12.5 µM; 330,000 tested, 0.83% active; AID 488899;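 active = mean inhibition across replicates of 60% or more, whatever share of single replicates reaches that level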; also: values of inactives mirror those of a sister screen read the other way
# PDI turbidity – inhibitors of human protein disulfide isomerase; P07237; PDI insulin aggregation turbidity, A650, 90 min; inhibition, % at 10 µM; 350,000 tested, 0.052% active; AID 588391;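 active = mean inhibition across replicates of 30% or more, whatever share of single replicates reach that level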;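 also: absorbance from insulin aggregation driven by PDI reduction with DTT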
# Target sequence (P07237 whole entry, looked up): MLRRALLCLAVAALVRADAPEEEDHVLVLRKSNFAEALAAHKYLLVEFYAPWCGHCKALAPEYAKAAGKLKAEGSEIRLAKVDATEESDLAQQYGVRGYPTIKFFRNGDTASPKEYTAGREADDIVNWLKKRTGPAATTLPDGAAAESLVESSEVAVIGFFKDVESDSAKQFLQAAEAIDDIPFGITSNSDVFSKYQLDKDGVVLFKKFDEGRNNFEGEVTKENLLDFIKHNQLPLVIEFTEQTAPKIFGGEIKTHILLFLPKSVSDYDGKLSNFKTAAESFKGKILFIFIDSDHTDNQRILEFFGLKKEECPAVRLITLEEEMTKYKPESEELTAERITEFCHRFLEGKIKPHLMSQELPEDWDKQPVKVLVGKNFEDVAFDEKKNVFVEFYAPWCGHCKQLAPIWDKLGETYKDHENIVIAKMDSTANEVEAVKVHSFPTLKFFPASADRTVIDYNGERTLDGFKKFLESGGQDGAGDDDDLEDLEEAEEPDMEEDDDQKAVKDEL
# NR2E3 ag-2 – NR2E3 (human) agonism; Q9Y5X4; GST-NR2E3/biotin-RetCOR TR-FRET, 1536-well; inhibition of corepressor binding, % at 4.78 µM; 320,000 tested, 0.12% active; AID 2300;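 active = percent inhibition above the cutoff of mean plus 3 SD of all tested compounds, set per screening campaign, cut at about 20% in these data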;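 also: 0% = DMSO wells and 100% = biotin wells as full block of FRET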
#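 Material: NR2E3–RetCOR corepressor complex | Quantity: 1.35 nM GST-tagged NR2E3 final | Schedule: 5 h at 4 °C | Replication: Singlicate compound wells | Reagent: RetCOR corepressor, biotinylated, 7 nM | Controls: Biotin wells as high control, 0.6% DMSO wells as low control | Signal: TR-FRET, Eu(K)-anti-GST donor, streptavidin-D2 acceptor, ex 340, em 617/671 nm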
# iPSC survival up – increases survival of single human iPS cells | hiPSC single-cell survival, ATPlite luminescence; 100% = ROCK inhibitor wells, 0% = DMSO | survival enhancement, % at 20 µM | 360,000 tested, 0.044% active | AID 602274; in the data active = survival enhancement above about 18%;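 also: cells exposed to compounds for 16 hours before the ATP read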
# Exocytosis inh – blocks lytic granule exocytosis. TALL-104 LAMP-1 surface exposure, flow cytometry; cells stimulated with thapsigargin and PMA. inhibition, % at 10 µM. 360,000 tested, 0.66% active. AID 651702;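 active = inhibition above about 55%, limit read from the data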
# HIF-2a block – HIF-2a inhibition; 786-0 RCC cells HIF-2a reporter, luciferase luminescence, overnight; inhibition, % at 18.8 µM; 360,000 tested, 0.72% active;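 active = inhibition of the luminescence signal of 40% or more relative to plate controls, in a single-dose primary screen at 18.75 µM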
# aDG glyco act – alpha-DG glycosylation activation; AID 624168; Pro5-aDG cells, alpha-DG glycosylation AlphaScreen (IIH6); 0% Pro5, 100% B10-LARGE cell signal; 360,000 tested, 0.22% active; activation, % at 10 µM;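 active = activation of at least 8% versus controls, or a plate z-score of at least 8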;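 also: Pro5 are CHO cells carrying HIG-tagged alpha-DG that lacks glycosylation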
# CaV13 ICDI inh – Disruptors of the CACNA1D IQ motif to Ca2+-dependent inactivation inhibitor domain association, primary screening, Förster resonance energy transfer in intact living …; HEK cells, CFP/YFP FRET ICDI-IQ, plate reader, 10 min; percent FRET-ratio fall versus neutral wells; inhibition, % at 12.3 µM; 340,000 tested, 0.098% active;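 active = mean replicate inhibition of at least 30% and at least 1% of replicates passing that level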;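 also: 0% = median of the neutral control wells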
# Active calls of the source: *; . = not tested or not shown.
molecule	NR2E3 ag-1	Peg3 prom inh	Vif imaging	TRPM1 prom inh	PDI turbidity	NR2E3 ag-2	iPSC survival up	Exocytosis inh	HIF-2a block	aDG glyco act	CaV13 ICDI inh
O=C(c1cnccn1)N(Cc1cccs1)C1(C(=O)NC2CCCCC2)CCCCC1	-14.5	18.6	2.3	-1.9	14.5	-3.1	-0.3	8.6	-0.6	0.1	-10.9
CCNc1nc(NC(C)C)nc(N(C#N)C(C)C(=O)N(CC)CC)n1 (stereo not given)	-31.0	10.3	1.8	.	-2.5	-0.1	0.8	2.7	6.8	-0.2	-4.7
Nn1c(SCC(=O)Nc2ccccc2C(F)(F)F)nncc1=O	8.3	-2.8	-7.4	3.9	27.3	0.3	-0.1	-2.3	8.9	-0.2	-2.3
Cc1cc(C)cc(OCC(=O)NNC(=O)c2cc3ccccc3oc2=O)c1	-26.7	-53.7	5.6	-14.8	3.3	.	0.2	-0.7	-30.6	0.2	-5.3
COc1ccc(NC(=O)c2ccc(NC(=O)C3COc4ccccc4O3)cc2)c(OC)c1 (stereo not given)	-28.4	-18.0	20.3	-5.0	1.9	.	-0.4	-3.2	-17.0	-0.1	-6.4
CC1(C)Cc2cccc(OCC(=O)Nc3ccc(S(N)(=O)=O)cc3)c2O1	-1.8	11.4	-14.9	13.6	9.0	-0.8	-0.6	-3.5	16.0	0.1	-4.7
O=C(NCc1ccccc1)C(c1cccs1)N(Cc1cccs1)C(=O)c1cnccn1 (stereo not given)	-18.3	28.8	-12.7	-3.4	-0.3	-0.7	0.3	-7.5	8.3	-0.2	-4.1
CCOCCCN1CN(S(=O)(=O)c2ccc(Cl)cc2)c2nc3ccccc3nc21	-35.2	-45.6	-7.9	-16.9	-11.3	0.3	-1.2	-5.7	-57.0	0.1	-5.5
Cc1c(C(=O)NC(=S)Nc2ccccc2N2CCCC2)cccc1[N+](=O)[O-]	-2.4	21.2	3.2	-19.0	11.9	-0.2	1.3	14.9	18.5	-0.4	.
Cc1sc2nc(SCC(=O)N(CCO)CCO)n(C3CCCCC3)c(=O)c2c1C	8.2	17.3	-34.8	11.7	4.8	3.7	-2.8	17.6	29.6	-0.1	.
CCCN(Cc1cc2cc(C)ccc2[nH]c1=O)C(=O)c1cccc(OC)c1	10.2	10.4	-2.1	7.8	10.4	2.3	4.5	-0.7	-7.8	0.0	0.3
CCCCCn1c(CCNC(=O)c2cccs2)nc2ccccc21	1.3	8.0	-3.6	-2.4	5.4	-1.7	-2.1	-4.4	21.1	0.3	-8.3
CCNc1nc(NCC)nc(Oc2ccc(OCC)nn2)n1	13.7	-2.0	2.3	-4.3	-10.5	1.1	2.2	-1.8	-6.1	-0.1	.
CC1(C(=O)NCc2ccccc2Br)CCN1C(=O)Cc1ccc(-c2ccccc2)cc1 (stereo not given)	5.8	23.5	-10.4	.	3.1	.	-2.1	6.6	12.0	0.4	-5.3
CC(=O)Nc1ccc(NC(=O)C(C)Sc2nc3ccccc3c(=O)n2CC2CCCO2)cc1 (stereo not given)	-3.1	13.4	-12.4	-1.4	-2.2	1.8	-0.4	-0.5	12.5	0.3	-13.0
CCC(CO)Oc1cc(NCc2ccc(F)cc2)c2ncn(C(C)C)c2c1 (stereo not given)	-29.8	14.5	.	-13.3	2.1	.	3.8	-0.5	13.0	-0.1	-5.8
O=C(Nc1cc2c3c(c1)CC(=O)N3CCC2)c1ccco1	-20.6	-13.6	-4.4	-7.9	-1.8	-6.0	0.8	17.1	-12.1	0.0	-6.2
C=C(CCO)C1=CCN(S(=O)C(C)(C)C)[C@H]1CCO (stereo not given in full)	-2.9	-5.0	12.4	-4.6	4.6	.	3.6	-0.9	8.0	-0.1	-3.3
O=C(COC(=O)C1CCC(=O)N1)Nc1cccc([N+](=O)[O-])c1 (stereo not given)	-14.4	7.4	0.0	8.8	-8.9	.	8.6	3.2	6.9	1.5	-3.0
COc1ccc(N(Cc2cc(=O)[nH]c3ccccc23)C(=O)CCl)cc1	16.2	80.3*	-3.4	85.3*	-7.6	2.5	-0.1	4.4	1.5	0.2	4.6
COCCCNC(=O)c1cn(C)c(=O)c2c1c1ccccc1n2C	-26.4	-12.2	14.3	-2.3	0.2	0.1	1.0	5.0	16.7	0.1	-2.7
COc1ccc(Cl)cc1S(=O)(=O)NC(C)C(=O)NCc1ccccn1 (stereo not given)	-11.2	4.2	24.5	12.8	-31.9	0.2	-0.3	19.5	11.1	-0.1	-3.2
O=C(CN1C(=O)S/C(=C\c2ccc(Cl)cc2)C1=O)NC1C=CS(=O)(=O)C1 (stereo not given)	-10.5	-16.0	1.6	10.5	13.3	1.0	-0.6	-3.6	4.1	0.0	-4.1
CCNC(=O)C1(C)CCN(C(=O)c2ccc3c(c2)CCO3)C1 (stereo not given)	-6.0	8.3	-11.6	.	-0.7	.	2.8	5.9	5.8	-0.3	-4.4
COc1cccc(C(=O)Nc2ccccc2C(=O)NCC2CCCO2)c1 (stereo not given)	-17.1	-1.2	-3.2	10.5	-0.5	-1.6	0.2	-1.2	5.6	-0.1	-5.8
COc1ccccc1NC(=O)Cn1cnc2c(nnn2-c2ccc(C)cc2)c1=O	-19.1	3.8	.	7.6	3.9	3.5	0.0	4.9	14.0	-0.4	-0.6
Cc1ccccc1OCC(O)Cn1c(Br)nc2c1c(=O)[nH]c(=O)n2C (stereo not given)	5.4	11.1	-4.1	1.9	-7.6	2.8	-0.7	1.9	15.0	0.7	-1.7
COc1ccc2nc(C)cc(N/N=C/c3ccc(F)cc3)c2c1	4.4	102.5*	-2.7	85.5*	4.5	-4.0	-1.0	19.7	86.6*	-0.3	-6.7
Cc1c(CC=C(Cl)Cl)c(=O)[nH]c2c(C)cccc12	12.9	3.9	10.7	-5.4	4.3	-3.1	1.1	-0.6	7.2	0.1	0.2
CC(=O)Nc1cccc(-c2cccc3nccn23)c1	-38.3	-155.7	-7.4	.	0.7	.	-2.1	-6.8	-150.5	-0.3	-5.0
CCCC(=O)N(Cc1cc(=O)[nH]c2ccccc12)c1ccccc1	-20.5	21.1	-11.3	20.6	4.0	1.2	-0.4	2.3	10.5	5.6*	-10.3
CCC1(c2ccccc2)NC(=O)N(CC(=O)N(C)CC(=O)Nc2c(C)cccc2C)C1=O (stereo not given)	9.9	-23.0	-0.2	-4.5	-0.8	-1.7	-0.3	4.8	8.7	-0.1	-2.9
CCCCN(Cc1ccccc1)S(=O)(=O)c1cc(Br)cc2c1N(C(C)=O)C(C)C2 (stereo not given)	6.4	43.0	-1.7	14.2	-3.7	-0.3	0.3	5.4	19.2	0.7	-4.6
O=C(c1ccccc1)N1CCN(C(=O)c2ccc3c(c2)OCO3)CC1	-1.6	19.8	21.5	-2.1	-3.6	2.2	-0.4	-1.1	22.6	0.0	-2.0
O=C(CCNS(=O)(=O)c1ccc(Br)cc1)NCc1ccc(F)cc1	-20.9	0.5	-3.9	9.7	-0.9	0.0	0.2	-0.5	5.6	-0.1	-5.8
CC(CC(=O)NC1CCCCC1)S(=O)(=O)c1ccc2c(c1)CCN2C(=O)C1CC1 (stereo not given)	-27.6	37.1	0.6	-9.7	14.3	-1.8	-0.4	-2.1	13.4	0.2	-7.7
COc1ccc2oc(C(=O)OCC(=O)Nc3cc(S(=O)(=O)N4CCOCC4)ccc3C)c(C)c2c1	-14.2	-6.7	-26.8	-7.2	-2.1	2.0	-0.4	2.8	-2.1	-0.3	-3.6
CCC1(C)NC(=O)N(/N=C/c2ccc(C)s2)C1=O (stereo not given)	-1.4	-82.3	-2.3	-19.5	-4.7	0.3	-0.3	-5.0	-119.9	0.0	-16.1
CC(=O)NC(c1ccccc1)c1nc(-c2ccccc2)cs1 (stereo not given)	-25.4	-15.2	3.8	.	-0.7	.	1.1	-2.3	-57.8	0.0	-6.9
CCSc1nc2c(c(=O)[nH]1)C(c1ccncc1)C(C(=O)OC)=C(C)N2 (stereo not given)	-16.1	7.0	-1.8	2.5	-1.1	-3.4	-2.7	0.9	16.9	-0.1	-3.4
COC(=O)Cn1c(SCc2ccccc2)nc2ccccc21	-93.3	-167.1	0.5	-40.6	0.6	4.2	1.3	-0.1	-165.2	0.3	-0.3

# Not a retest: entries from further up.
molecule	NR2E3 ag-1	Peg3 prom inh	Vif imaging	TRPM1 prom inh	PDI turbidity	NR2E3 ag-2	iPSC survival up	Exocytosis inh	HIF-2a block	aDG glyco act	CaV13 ICDI inh
O=C(CCNS(=O)(=O)c1ccc(Br)cc1)NCc1ccc(F)cc1	-20.9	0.5	-3.9	9.7	-0.9	0.0	0.2	-0.5	5.6	-0.1	-5.8
CC(CC(=O)NC1CCCCC1)S(=O)(=O)c1ccc2c(c1)CCN2C(=O)C1CC1 (stereo not given)	-27.6	37.1	0.6	-9.7	14.3	-1.8	-0.4	-2.1	13.4	0.2	-7.7
COc1ccc2oc(C(=O)OCC(=O)Nc3cc(S(=O)(=O)N4CCOCC4)ccc3C)c(C)c2c1	-14.2	-6.7	-26.8	-7.2	-2.1	2.0	-0.4	2.8	-2.1	-0.3	-3.6
CCC1(C)NC(=O)N(/N=C/c2ccc(C)s2)C1=O (stereo not given)	-1.4	-82.3	-2.3	-19.5	-4.7	0.3	-0.3	-5.0	-119.9	0.0	-16.1
CC(=O)NC(c1ccccc1)c1nc(-c2ccccc2)cs1 (stereo not given)	-25.4	-15.2	3.8	.	-0.7	.	1.1	-2.3	-57.8	0.0	-6.9
CCSc1nc2c(c(=O)[nH]1)C(c1ccncc1)C(C(=O)OC)=C(C)N2 (stereo not given)	-16.1	7.0	-1.8	2.5	-1.1	-3.4	-2.7	0.9	16.9	-0.1	-3.4
COC(=O)Cn1c(SCc2ccccc2)nc2ccccc21	-93.3	-167.1	0.5	-40.6	0.6	4.2	1.3	-0.1	-165.2	0.3	-0.3

# Compound activity (PubChem)
